KOR beta-arrestin-1: kappa opioid receptor blockers – cell-based, luminescence, uHTS (AID 1778) | KOR beta-arrestin recruitment, luminescence, antagonist mode; higher % means a stronger effect | inhibition, % at 10 µM; hits with a dose series show IC50 in µM | actives 0.091% (n = 290,000); note: strong numbers were not always called active
HIV peptide binding: cell-free HIV fusion peptide-binding blockers – biochemical, uHTS, fluorescence dequenching, primary screen (AID 1986); actives 0.3% (n = 290,000); one-dose inhibition, % at 20 µM; IC50 in µM for titrated hits; cell-free peptide binding, fluorescence dequenching, 30 min; higher % means a stronger effect; in the data active = inhibition mostly above about 52%, no sharp cut-off; inactive = mostly below about 76%; note: some results filed as inactive read as strong as hits
Myeloid diff 2: promotes myeloid progenitor differentiation; AID 624256; calls only at 10 µM; ER-HoxA9 myeloid progenitors, lysozyme-GFP differentiation, flow cytometry; actives 1% (n = 360,000);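 active = normalized GFP-positive differentiation at or above the plate's own cutoff, the solvent-only control mean plus 3 SD; inconclusive = no clear call, values can overlap the other calls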;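 note: cells exposed to compound for four days before flow analysis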
GPR55 activation: selective activators of receptor GPR55 – imaging, U2OS cells, beta-arrestin-GFP redistribution, primary screen (AID 1961); U2OS GPR55 beta-arrestin-GFP redistribution imaging; higher % means a stronger effect; one-dose activation, % at 10 µM; EC50 in µM for titrated hits; actives 0.048% (n = 290,000);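 active = activation above 40% with more than 50 cells counted in the well; inconclusive = wells holding fewer than 50 cells, flagged as toxic or sparse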;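 note: U2OS osteosarcoma cells stably expressing GPR55 and beta-arrestin-GFP; plate controls were DMSO negative control for no effect and LPI positive control for full effect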
GPR35 antagonists: GPR35 antagonists blocking zaprinast-driven arrestin recruitment, primary screen, imaging, U2OS, beta-arrestin-GFP, zaprinast agonist (AID 2058); U2OS GPR35 beta-arrestin-GFP translocation imaging, zaprinast antagonism; higher % means a stronger effect; one-dose inhibition, % at 10 µM; IC50 in µM for titrated hits; actives 0.052% (n = 290,000);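 active = inhibition of at least 50% with at least 30 cells and total cytoplasm GFP at most 10,000,000; inconclusive = under 30 cells or total GFP of 10,000,000 plus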
NOD1 NF-kB reporter: inhibition of NOD1-driven NF-kB reporter – cell-based, luminescence, uHTS, primary screen (AID 1578) | NOD1-driven NF-kB luciferase reporter cells, luminescence; higher % means a stronger effect | one-dose inhibition, % at 4 µM; EC50 in µM for titrated hits | actives 1% (n = 290,000); in the data active = inhibition mostly above about 36%, no sharp cut-off; inactive = mostly below about 34%;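 note: HEK-293T reporter cells stimulated with the NOD1 agonist gamma-tri-DAP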
NOD2 inhibition: NOD2 signaling inhibitors, cell-based, luminescence, uHTS, HEK293 (AID 1566). HEK293 NOD2/NF-kB luciferase reporter, luminescence; higher % means a stronger effect. inhibition, % at 4 µM; hits with a dose series show EC50 in µM. actives 0.63% (n = 290,000); note: many of its hits are not listed in these tables
GPR55 antagonists: GPR55 antagonists blocking LPI-driven arrestin recruitment, primary screen, imaging, U2OS, beta-arrestin-GFP, LPI agonist (AID 2013) | actives 0.13% (n = 290,000) | inhibition, % at 10 µM, or IC50 in µM where a hit was titrated | U2OS GPR55 beta-arrestin-GFP translocation imaging, LPI antagonism; higher % means a stronger effect;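 active = spots per cell inhibited over 60%, with over 100 cells counted and total cytoplasm intensity under 500,000; inconclusive = wells with under 100 cells, flagged as likely toxic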;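 note: U2OS cells stably carrying GPR55 and arrestin-GFP stimulated by 5 µM LPI near EC80; imaged beta-arrestin-GFP aggregate spots per cell after agonist stimulation; plate controls were LPI-stimulated DMSO wells for no effect and DMSO wells without LPI for full effect; some results filed as inactive read as strong as hits; confirmed hits need IC50 under 10 µM and bright autofluorescent wells are also inconclusive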
KOR beta-arrestin-2: KOR agonists, beta-arrestin recruitment, primary screen, cell-based, luminescence, uHTS (AID 1777); activation, % at 10 µM, or EC50 in µM where a hit was titrated; actives 0.02% (n = 280,000); KOR beta-arrestin recruitment, luminescence; higher % means a stronger effect; in the data active = activation above about 50%, passing the limit was not always enough; note: a part of the inactive calls stands beside numbers as strong as those of hits
Myeloid diff 2 GFP+ MAC1+ %: further read-out of Myeloid diff 2, marked with its call; GFP+ MAC1+ double positive, %; measured here: differentiation confirmed by MAC1 staining
Active calls of the source: *. Cut-off read from the data, not from the text of the source, unless noted: active = inhibition above about 50%; inactive = the rest.

COc1cccc(/C=C/C(=O)NCc2cn3cc(Cl)ccc3n2)c1OC was read as KOR beta-arrestin-1 -29%, HIV peptide binding 2.0%, Myeloid diff 2 inactive, GPR55 activation 0.2%, GPR35 antagonists -8%, NOD1 NF-kB reporter -39%, NOD2 inhibition -2%, GPR55 antagonists 3%, KOR beta-arrestin-2 3.4% and Myeloid diff 2 GFP+ MAC1+ % 0.9.
For O=C(/C=C/c1ccc(Cl)cc1)NCc1cccs1 the results were KOR beta-arrestin-1 8%, HIV peptide binding 1.9%, Myeloid diff 2 inactive, GPR55 activation 0.1%, GPR35 antagonists -10%, NOD1 NF-kB reporter -14%, NOD2 inhibition -45%, GPR55 antagonists -2%, KOR beta-arrestin-2 0.4% and Myeloid diff 2 GFP+ MAC1+ % 0.7.
Screening Cc1ccc(/C=N/NC(=O)CNC(=O)Cc2ccccc2)o1 returned KOR beta-arrestin-1 21%, HIV peptide binding 1.3%, Myeloid diff 2 inactive, GPR55 activation -0.1%, GPR35 antagonists -2%, NOD1 NF-kB reporter -24%, NOD2 inhibition 8%, GPR55 antagonists -2%, KOR beta-arrestin-2 1.1% and Myeloid diff 2 GFP+ MAC1+ % 0.7.
For COc1ccc(OC)c(CN2C(=O)c3ccccc3C2C(=O)NCC2CCCO2)c1 (stereo unspecified) the results were KOR beta-arrestin-1 18%, HIV peptide binding 0.8%, Myeloid diff 2 inactive, GPR55 activation -0.2%, GPR35 antagonists 1%, NOD1 NF-kB reporter -21%, NOD2 inhibition 8%, GPR55 antagonists 5%, KOR beta-arrestin-2 -2.0% and Myeloid diff 2 GFP+ MAC1+ % 0.3.
For CN1CCN(C(=O)CCN2C(=O)/C(=C\c3ccc(Cl)cc3Cl)SC2=S)CC1 the results were KOR beta-arrestin-1 -34%, HIV peptide binding -1.0%, Myeloid diff 2 inactive, GPR55 activation -0.1%, GPR35 antagonists -11%, NOD1 NF-kB reporter 12%, NOD2 inhibition -8%, GPR55 antagonists -10%, KOR beta-arrestin-2 0.6% and Myeloid diff 2 GFP+ MAC1+ % 0.4.
COc1ccc(-n2nc(C(=O)NCC(=O)N3CCC(C)CC3)c3ccccc3c2=O)cc1 was read as KOR beta-arrestin-1 -36%, HIV peptide binding -0.8%, Myeloid diff 2 inactive, GPR55 activation 0.3%, GPR35 antagonists -20%, NOD1 NF-kB reporter -11%, NOD2 inhibition -9%, GPR55 antagonists -5%, KOR beta-arrestin-2 1.8% and Myeloid diff 2 GFP+ MAC1+ % 1.8.
Screening CCOCCCNC(=O)C(c1ccccc1)N(Cc1cccs1)C(=O)CNC(C)=O (stereo unspecified) returned KOR beta-arrestin-1 8%, HIV peptide binding -0.8%, Myeloid diff 2 inactive, GPR55 activation -0.4%, GPR35 antagonists 11%, NOD1 NF-kB reporter -5%, NOD2 inhibition 0%, GPR55 antagonists 15%, KOR beta-arrestin-2 1.4% and Myeloid diff 2 GFP+ MAC1+ % 0.2.
C=CCNC(=O)/C(=C\c1ccc2c(c1)OCO2)NC(=O)c1ccc(Br)cc1 was read as KOR beta-arrestin-1 14%, HIV peptide binding 3.4%, Myeloid diff 2 inactive, GPR55 activation 0.0%, GPR35 antagonists 1%, NOD1 NF-kB reporter -5%, NOD2 inhibition 1%, GPR55 antagonists 10%, KOR beta-arrestin-2 -1.1% and Myeloid diff 2 GFP+ MAC1+ % 0.5.
Screening COc1ccc(NC(=O)c2ccc([N+](=O)[O-])o2)cc1 returned KOR beta-arrestin-1 20%, HIV peptide binding -0.9%, Myeloid diff 2 active, GPR55 activation -0.2%, GPR35 antagonists 6%, NOD1 NF-kB reporter 6%, NOD2 inhibition 29%, GPR55 antagonists 3%, KOR beta-arrestin-2 -5.8% and Myeloid diff 2 GFP+ MAC1+ % 4.0*.
`CC(C)(C)NC(=O)CN(C(=O)Cn1nnc(-c2ccc(Cl)cc2)n1)C1CCN(Cc2ccccc2)CC1` gave KOR beta-arrestin-1 -22%, HIV peptide binding -2.3%, Myeloid diff 2 inactive, GPR55 activation 0.4%, GPR35 antagonists -6%, NOD1 NF-kB reporter -20%, NOD2 inhibition 10%, GPR55 antagonists 5%, KOR beta-arrestin-2 -2.5% and Myeloid diff 2 GFP+ MAC1+ % 0.6.
C=C1CCC[C@]2(C)C[C@H]3OC(=O)C(CNC(CC)CO)[C@H]3CC12 (stereo partly specified) was read as KOR beta-arrestin-1 -22%, HIV peptide binding -1.3%, Myeloid diff 2 inactive, GPR55 activation -0.1%, GPR35 antagonists -9%, NOD1 NF-kB reporter -7%, NOD2 inhibition -1%, GPR55 antagonists 6%, KOR beta-arrestin-2 1.4% and Myeloid diff 2 GFP+ MAC1+ % 0.5.
Cc1cc(C)cc(C(=O)Nc2ccncc2)c1 was read as KOR beta-arrestin-1 -4%, HIV peptide binding -0.1%, Myeloid diff 2 inactive, GPR55 activation 0.3%, GPR35 antagonists -15%, NOD1 NF-kB reporter -10%, NOD2 inhibition 21%, GPR55 antagonists 1%, KOR beta-arrestin-2 -3.6% and Myeloid diff 2 GFP+ MAC1+ % 0.6.
Screening c1ccc(Cn2nnc3c(NCc4ccc5c(c4)OCO5)nc(C4CC4)nc32)cc1 returned KOR beta-arrestin-1 -7%, HIV peptide binding 0.1%, Myeloid diff 2 inactive, GPR55 activation -0.1%, GPR35 antagonists -5%, NOD1 NF-kB reporter -48%, NOD2 inhibition -7%, GPR55 antagonists -6%, KOR beta-arrestin-2 0.9% and Myeloid diff 2 GFP+ MAC1+ % 0.9.
CCOC(=O)/C(C(=O)Nc1ccc(Cl)cc1Cl)=C1/NC(C)(C)Cc2ccccc21 was read as KOR beta-arrestin-1 27%, HIV peptide binding -2.3%, GPR55 activation 1.4%, GPR35 antagonists 9%, NOD1 NF-kB reporter -13%, NOD2 inhibition 0%, GPR55 antagonists -22% and KOR beta-arrestin-2 1.2%.
`O=C(O)CCCC(=O)Nc1ccc(S(=O)(=O)Nc2nccs2)cc1` gave KOR beta-arrestin-1 7%, HIV peptide binding 1.5%, Myeloid diff 2 inactive, GPR55 activation -0.3%, GPR35 antagonists 5%, NOD1 NF-kB reporter -10%, NOD2 inhibition 7%, GPR55 antagonists -1%, KOR beta-arrestin-2 -3.6% and Myeloid diff 2 GFP+ MAC1+ % 0.9.
Screening COc1ccccc1-n1c(SCC(=O)Nc2nnc(C)s2)nc2c(c1=O)SCC2 returned KOR beta-arrestin-1 -26%, HIV peptide binding 3.6%, Myeloid diff 2 inactive, GPR55 activation 0.1%, GPR35 antagonists 9%, NOD1 NF-kB reporter -17%, NOD2 inhibition 3%, GPR55 antagonists 4%, KOR beta-arrestin-2 10% and Myeloid diff 2 GFP+ MAC1+ % 8.9.
Cc1nc(CSc2ccc(Cl)cc2)cc(N2CC(C)OC(C)C2)n1 (stereo unspecified) was read as KOR beta-arrestin-1 13%, HIV peptide binding -1.5%, Myeloid diff 2 inactive, GPR55 activation 0.1%, GPR35 antagonists -14%, NOD1 NF-kB reporter -36%, NOD2 inhibition -1%, GPR55 antagonists -12%, KOR beta-arrestin-2 -1.8% and Myeloid diff 2 GFP+ MAC1+ % 0.1.
`O=C(Nc1ccc(C(=O)NCCCN2CCN(c3ccc(F)cc3)CC2)cc1)C1=CSCCO1` gave KOR beta-arrestin-1 -8%, HIV peptide binding 0.2%, Myeloid diff 2 inconclusive, GPR55 activation 0.0%, GPR35 antagonists 6%, NOD1 NF-kB reporter -19%, NOD2 inhibition 7%, GPR55 antagonists 14% and KOR beta-arrestin-2 -2.3%.
Screening CCc1nnc(NC(=O)CSc2nnc(-c3cc4ccccc4cc3O)n2CCOC)s1 returned KOR beta-arrestin-1 11%, HIV peptide binding -1.4%, Myeloid diff 2 inactive, GPR55 activation 0.3%, GPR35 antagonists 14%, NOD1 NF-kB reporter -16%, NOD2 inhibition 19%, GPR55 antagonists 7%, KOR beta-arrestin-2 -3.9% and Myeloid diff 2 GFP+ MAC1+ % 0.4.
For Cc1ccc(C2(C)NC(=O)N(CC(=O)Nc3ccc4[nH]c(=O)[nH]c4c3)C2=O)cc1 (stereo unspecified) the results were KOR beta-arrestin-1 7%, HIV peptide binding -2.7%, Myeloid diff 2 inactive, GPR55 activation 0.0%, GPR35 antagonists 0%, NOD1 NF-kB reporter 17%, NOD2 inhibition 2%, GPR55 antagonists -8%, KOR beta-arrestin-2 1.4% and Myeloid diff 2 GFP+ MAC1+ % 0.4.
O=C(Nc1ccc(Cl)c(NC(=O)c2cccs2)c1)c1ccco1 was read as KOR beta-arrestin-1 30%, HIV peptide binding -0.5%, Myeloid diff 2 inconclusive, GPR55 activation -0.2%, GPR35 antagonists 4%, NOD1 NF-kB reporter 15%, NOD2 inhibition 4%, GPR55 antagonists 5% and KOR beta-arrestin-2 -4.5%.
`CC(OC(=O)C1CCN(S(=O)(=O)c2ccccc2)CC1)C(=O)Nc1ncc(Cl)cc1Cl` (stereo unspecified) gave KOR beta-arrestin-1 -68%, HIV peptide binding -3.5%, Myeloid diff 2 inactive, GPR55 activation -0.1%, GPR35 antagonists -4%, NOD1 NF-kB reporter 11%, NOD2 inhibition -2%, GPR55 antagonists 12%, KOR beta-arrestin-2 3.0% and Myeloid diff 2 GFP+ MAC1+ % 0.6.
`COc1ccc(-c2nc(CS(=O)CC(=O)NCc3ccc(F)cc3)c(C)o2)cc1` (stereo unspecified) gave KOR beta-arrestin-1 -57%, HIV peptide binding 1.8%, Myeloid diff 2 inactive, GPR55 activation -0.2%, GPR35 antagonists 8%, NOD1 NF-kB reporter -14%, NOD2 inhibition -7%, GPR55 antagonists 9%, KOR beta-arrestin-2 1.0% and Myeloid diff 2 GFP+ MAC1+ % 0.0.

Fetched by compound from the list above:
Screening COc1ccc(NC(=O)c2ccc([N+](=O)[O-])o2)cc1 returned KOR beta-arrestin-1 20%, HIV peptide binding -0.9%, Myeloid diff 2 active, GPR55 activation -0.2%, GPR35 antagonists 6%, NOD1 NF-kB reporter 6%, NOD2 inhibition 29%, GPR55 antagonists 3%, KOR beta-arrestin-2 -5.8% and Myeloid diff 2 GFP+ MAC1+ % 4.0*.
C=C1CCC[C@]2(C)C[C@H]3OC(=O)C(CNC(CC)CO)[C@H]3CC12 (stereo partly specified) was read as KOR beta-arrestin-1 -22%, HIV peptide binding -1.3%, Myeloid diff 2 inactive, GPR55 activation -0.1%, GPR35 antagonists -9%, NOD1 NF-kB reporter -7%, NOD2 inhibition -1%, GPR55 antagonists 6%, KOR beta-arrestin-2 1.4% and Myeloid diff 2 GFP+ MAC1+ % 0.5.

Screening results (PubChem BioAssay)

An excerpt; the hit share may differ from the screen's.
